All columns: NCI-60 one-dose screen, growth in % after 48 h at 10 µM unless noted; 100 = growth as untreated, 0 = no growth, -100 = all killed.
MDA-MB-435: MDA-MB-435 melanoma | 7.8% of 82,000 active
M14: M14 melanoma. 6.2% of 80,000 active
SK-MEL-5: SK-MEL-5 melanoma | 6.4% of 80,000 active | AID 1794755
SK-MEL-2: SK-MEL-2 melanoma; 4.7% of 77,000 active; AID 1794763
MALME-3M: MALME-3M melanoma; 5.8% of 78,000 active
UACC-62: UACC-62 melanoma; 5.4% of 81,000 active
UACC-257: UACC-257 melanoma | 4.4% of 78,000 active | AID 1794764
SK-MEL-28: SK-MEL-28 melanoma; 4.1% of 81,000 active
Numbers without * were called inactive; . = not tested or not shown; & = joins results of further samples. The calls were made as follows: active = growth percent below 10; inactive = the rest.

molecule,MALME-3M,UACC-62,SK-MEL-28,SK-MEL-5,SK-MEL-2,UACC-257,MDA-MB-435,M14
CCCC(=O)NNc1[nH]c(-c2ccc(Cl)cc2)cc1C(=O)OCC,.,90.0,195.3,85.3,103.1,91.9,102.9,.
CN1CC(O)(C(O)C(O)C(O)CO)SC1=S (centres undefined),95.7,106.1,105.5,105.3,100.5,102.1,96.2,92.5
COc1cc2c(-c3nc4cc(Cl)c(F)cc4s3)cc(=O)oc2c(C)c1OC,.,.,-28.6*,-84.2*,-82.2*,-77.6*,-57.8*,-35.2*
O=C1CS/C(=N\c2ncn[nH]2)N1,100.3,98.8,112.1,97.3,97.8,82.5,97.8,97.9
CCCCC(=O)NNc1nccc(Nc2ccc(S(=O)(=O)Nc3ccccn3)cc2)n1,106.2,106.8,107.7,106.4,93.9,97.8,106.3,103.0
NNC(=O)CSc1nc2sc3c(c2c(=O)n1-c1ccccc1)CCCCC3,105.4,97.1,117.6,94.7,98.9,95.8,104.9,104.0
COc1ccc(-c2nnc(-c3nc(-c4cc(OC)c(OC)c(OC)c4)n4ccccc34)o2)cc1OC,.,72.5,75.5,56.6,72.3,79.2,66.9,72.9
COc1cc(-c2nn(C(C)(C)C)cc2-c2ccnc(NCCCNS(=O)(=O)c3cccc4ccccc34)n2)ccc1Cl,114.7,72.9,78.7,54.9,88.4,82.9,68.0,65.3
Cc1ccc(/C=C(/NC(=O)c2ccccc2)C(=O)Nc2ccc(S(N)(=O)=O)cc2)o1,104.5,97.2,108.8,101.6,102.0,99.6,97.0,111.1
Cc1ccc(-c2csc(NC(=O)c3ccc(F)cc3)c2C(=O)O)cc1,83.2,82.6,93.9,83.9,102.1,84.5,98.9,95.4
COc1ccc(C2CC(=O)c3ccccc3O2)cc1OC (centres undefined),99.0,92.7,109.7,102.8,103.1,106.2,95.4,110.7
CCN(CC)c1ccc(/C=N\N2CCCCCC2)cc1,77.2,89.5&87.4,100.8&107.2,97.1&99.2,122.5&97.9,102.0&103.9,106.3&107.5,90.1&103.6

Carrying on.
molecule,MALME-3M,UACC-62,SK-MEL-28,SK-MEL-5,SK-MEL-2,UACC-257,MDA-MB-435,M14
CC(=O)c1cnc(-c2ccccc2)nc1CBr,55.8,84.3,103.7,91.6,98.3,95.3,86.4,69.8
Nc1ccc(S(=O)(=O)Nc2ccc(S(=O)(=O)O)cc2)cc1,102.9,110.8,110.0,101.9,98.3,87.1,109.9,103.5
N#Cc1ccc2cc1OC/C=C\COc1cc([N+](=O)[O-])ccc1NS(=O)(=O)N2,105.7,96.8,.,105.3,91.1,93.6,99.3,108.2
COCC(C)OC(=O)c1ccccc1Cl (centres undefined),95.1,107.9,111.0,100.2,105.9,100.1,106.6,101.4
C/C(=C(/c1ccccc1)c1ccc(N2C(=O)c3cccc4c(NCCN5CCOCC5)ccc(c34)C2=O)cc1)c1ccccc1,88.2,81.2,74.0,62.5,93.1,77.1,85.8,75.3
CC(=O)Nc1nc(C(=O)N2N=C(C)/C(=C/c3cccs3)C2=O)cs1,86.0,112.9,111.1,108.7,98.4,91.7,102.7,101.4
Cc1ccc(-c2nn(C)c(=O)c3noc(-c4ccc(C)cc4)c23)cc1,73.9,38.5,70.5,21.5,9.3*,62.8,-5.4*,21.6
N/C(=N\c1nc2ccccc2s1)NC(=O)N1CCN(CCO)CC1,86.0,82.9,108.7,92.6,103.4,107.4,99.0,102.9
CC1(C)CC(=O)C2=C(C1)N(c1ccc(OC(F)(F)F)cc1)C(N)=C(C#N)C2c1ccc(Cl)c([N+](=O)[O-])c1 (centres undefined),86.2,71.1,90.6,82.8,105.3,82.8,75.0,63.9
Cc1c(N=Nc2cc(N=Nc3ccc(N=Nc4ccc(O)c(C(=O)O)c4)cc3)c(N)cc2N)cccc1S(=O)(=O)O,86.8,.,104.1,94.7,95.7,.,103.4,.
O=C(Nc1ccc(Cc2ccc(NC(=O)C(c3ccccc3)c3ccccc3)cc2)cc1)C(c1ccccc1)c1ccccc1,98.1,85.4,105.0,99.0,91.6,.,.,99.1
O=C(CCNC(=O)c1nc(-c2ccccc2)n(-c2ccc(Cl)cc2)n1)NO,97.4,100.1,100.9,103.2,91.7,.,106.1,97.0

3 entries from above, arranged by count of non-hydrogen atoms, highest first:
molecule,MALME-3M,UACC-62,SK-MEL-28,SK-MEL-5,SK-MEL-2,UACC-257,MDA-MB-435,M14
Cc1c(N=Nc2cc(N=Nc3ccc(N=Nc4ccc(O)c(C(=O)O)c4)cc3)c(N)cc2N)cccc1S(=O)(=O)O,86.8,.,104.1,94.7,95.7,.,103.4,.
O=C(CCNC(=O)c1nc(-c2ccccc2)n(-c2ccc(Cl)cc2)n1)NO,97.4,100.1,100.9,103.2,91.7,.,106.1,97.0
CN1CC(O)(C(O)C(O)C(O)CO)SC1=S (centres undefined),95.7,106.1,105.5,105.3,100.5,102.1,96.2,92.5

Continued.
molecule,MALME-3M,UACC-62,SK-MEL-28,SK-MEL-5,SK-MEL-2,UACC-257,MDA-MB-435,M14
CC(C)Cn1c(O)c(N=Nc2nc(-c3cc4ccccc4oc3=O)cs2)c2ccccc21,106.3,98.1,114.2,100.7,114.8,108.7,112.4,107.3
CC(N)C(c1ccccc1)c1ccccc1 (centres undefined),102.1,94.6,113.1,99.7,113.0,104.9,106.5,101.8
Cc1cc(-c2nc3ccccc3s2)ccc1NC(=O)COc1ccc(Cl)cc1,106.4,96.1,114.2,98.8,104.1,120.3,112.9,100.5
CN(C)c1ccc(/C=c2\sc(=C(C#N)C#N)[nH]c2=O)cc1,155.8,97.2,99.4,108.5,91.1,108.5,100.0,103.4
CC(=O)NC1C(Nc2ccc(S(=O)(=O)NC(C)=O)cc2)OC(CO)C(O)C1O (centres undefined),103.7,105.2,102.3,108.4,101.6,106.9,96.9,100.2
CCCC(=O)Oc1ccc(/C(=C(/C)Cc2cccc(OC)c2)c2ccc(OCCN3CCCCC3)cc2)cc1,107.3,82.3,97.2,89.1,119.4,89.5,92.9,90.7
C=C1CC[C@H]2[C@@](C)(CCC3OC(c4ccc(OCc5cn(C6CC(OC(C)=O)C(OC(C)=O)C(COC(C)=O)O6)nn5)cc4)OC[C@]32C)[C@@H]1/C=C/C1=CCOC1=O (some centres undefined),58.0,70.5,100.3,0.1*,100.5,61.6,85.4,93.9
O=C(Cn1cc(COc2ccc(Br)cc2)nn1)Nc1nc2ccccc2s1,100.0,97.9,101.2,96.2,104.1,103.6,108.4,99.6
CCCS(=O)(=O)N1CCCC(C(=O)Nc2nc3ccc(NC(=O)c4ccc(F)c(OC)c4F)cc3s2)C1 (centres undefined),52.7,45.4,59.9,-41.0*,49.7,25.2,36.4,56.7
Oc1ccc(CNC2CCCCC2)cc1,76.6,100.0,99.2,93.7,107.4,.,101.6,97.8
CC1CCC(=O)N1C (centres undefined),111.2,97.5,103.0,105.3,107.8,108.0,112.2,142.9
CCCCC(CC)C(=O)Oc1c(Cl)cc(Cl)cc1[N+](=O)[O-] (centres undefined),101.7,96.4,105.0,98.8,96.3,104.4,94.0,101.1

Going on with the list:
molecule,MALME-3M,UACC-62,SK-MEL-28,SK-MEL-5,SK-MEL-2,UACC-257,MDA-MB-435,M14
O=C(O)c1cn(C2CC2)c2cc(N3CCN(C(=O)CCCN4C(=O)S/C(=C/c5cccc6ccccc56)C4=O)CC3)c(F)cc2c1=O,86.9,79.6,95.5,53.9,101.2,81.0,83.2,83.3
CCCCc1n(Cc2ccc3ccccc3n2)cc[n+]1Cc1ccc2ccccc2n1,-3.0*,-6.6*,16.1,-76.3*,.,-11.9*,7.4*,17.1
O=C(C[n+]1cccc(Br)c1)c1ccccc1,99.5,101.2,114.1,102.1,98.1,105.0,101.1,91.4
Cc1c(C(=O)Nc2ccc3ccccc3n2)cnn1-c1ccccc1Br,67.1,47.9,77.9,19.6,90.0,73.5,.,74.2
CCOC(=O)c1ccc(O)cc1,113.2&104.0,101.3&105.3,114.3&112.3,105.2&106.6,102.2&100.5,111.2,105.7,100.4&102.9
CCOC(=O)c1sc(NCC(=O)Nc2ccc(Cl)cc2[N+](=O)[O-])c(C(=O)OCC)c1C,110.9,95.7,107.5,.,95.7,108.9,115.1,106.5
COc1ccccc1/C=N\NC(=S)Nc1ccc(F)cc1,65.0,58.9,78.3,85.1,81.0,77.2,1.1*,48.4
CC(=O)c1c(C)nc(SCC(=O)Nc2ccc(Br)cc2)n1-c1ccc(Cl)cc1,85.5,62.2,83.6,83.0,86.3,88.8,88.2,77.7
Fc1ccc2[nH]cc(-c3nn4cc(-c5ccncc5)nc4s3)c2c1,74.4,71.4,95.8,81.0,.,.,90.2,89.9
COc1ccccc1OCCOc1ccccc1OC,58.9,103.6,111.6,.,109.0,102.1,106.2,103.2
O=C(N/N=C\c1ccc(F)cc1)C1CC1,.,102.5,109.9,111.5,.,96.3,108.1,107.3
CN(C)c1ccc(/C=N\NC(=O)c2ccc3nc(-c4ccc([N+](=O)[O-])cc4)[nH]c3c2)cc1,78.9,95.2,106.5,86.5,115.6,107.0,102.3,101.8

Entries above that have two or more sulfur atoms, in the order listed:
molecule,MALME-3M,UACC-62,SK-MEL-28,SK-MEL-5,SK-MEL-2,UACC-257,MDA-MB-435,M14
CN1CC(O)(C(O)C(O)C(O)CO)SC1=S (centres undefined),95.7,106.1,105.5,105.3,100.5,102.1,96.2,92.5
NNC(=O)CSc1nc2sc3c(c2c(=O)n1-c1ccccc1)CCCCC3,105.4,97.1,117.6,94.7,98.9,95.8,104.9,104.0
Nc1ccc(S(=O)(=O)Nc2ccc(S(=O)(=O)O)cc2)cc1,102.9,110.8,110.0,101.9,98.3,87.1,109.9,103.5
CC(=O)Nc1nc(C(=O)N2N=C(C)/C(=C/c3cccs3)C2=O)cs1,86.0,112.9,111.1,108.7,98.4,91.7,102.7,101.4
CCCS(=O)(=O)N1CCCC(C(=O)Nc2nc3ccc(NC(=O)c4ccc(F)c(OC)c4F)cc3s2)C1 (centres undefined),52.7,45.4,59.9,-41.0*,49.7,25.2,36.4,56.7

More entries:
molecule,MALME-3M,UACC-62,SK-MEL-28,SK-MEL-5,SK-MEL-2,UACC-257,MDA-MB-435,M14
CC1(C)C2CCC13CC(=O)OC3C2 (centres undefined),124.9,105.9,109.2,105.7,118.3,120.5,101.6,107.9
COc1ccc(-c2nc(/C=C3/C(=O)Nc4ccc(F)cc43)c3ccccn23)cc1,129.5,106.4,105.4,102.1,112.4,102.4,112.6,106.0
CCn1cc(C(=O)O)c(=O)c2cc(F)c(N3CCN(C(=O)CSc4nc(-c5ccc(OC)cc5)c(C#N)c(=O)[nH]4)CC3)cc21,106.0,92.9,105.3,99.6,101.8,91.6,108.0,92.4
COc1cc(CNC(=O)/C=C/c2ccccc2)ccc1OCc1cn(-c2ccc(F)cc2)nn1,77.4,76.7,85.8,66.3,106.3,89.2,95.7,96.7
Cc1cccc(NC(=O)c2ccccc2)c1,150.1,99.1,105.7,108.0,103.1,108.7,114.3,.
CN(C)CCOc1ccc(I)cc1Cc1ccccc1,90.5,68.4,92.9,89.7,105.8,101.1,82.5,95.4
CON1CCC(c2cn(S(=O)(=O)N(C)C)cn2)c2[nH]ccc2C1=O (centres undefined),92.9,93.8,107.1,100.8,107.0,94.8,101.3,90.2
CC1C/C=C/C=C/C=C/C=C/C(O[C@@H]2O[C@H](C)[C@@H](O)[C@H](N)[C@@H]2O)CC2OC(O)(CC(O)CC3OC3/C=C/C(=O)O1)CC(O)C2C(=O)O (some centres undefined),96.4,96.1,121.3,102.1,103.1,91.7,100.8,101.2
COc1ccc(N2C(N)=NC(N)=NC2(C)C)cc1,74.2,93.8,113.8,103.3,100.1,72.0,50.5,69.9
COc1ccc(-c2cc(-c3cccnc3)[nH]c(=O)c2C#N)cc1,101.0,91.7,109.4,100.6,113.7,108.2,104.3,105.4
O=c1oc(NC2CCCCC2)c(N(Cc2ccccc2)Cc2ccccc2)c2ccccc12,105.5,63.2,102.6,97.2,97.1,104.6,101.4,97.6
COc1cc(-c2ccc[nH]2)[nH]c1/C=C1\N=C(C)C(C(=O)CCCC(=O)Nc2ccc(-c3c4nc(c(-c5ccccc5)c5ccc([nH]5)c(-c5ccccc5)c5nc(c(-c6ccccc6)c6ccc3[nH]6)C=C5)C=C4)cc2)=C1C,103.0,105.6,111.1,98.1,107.5,.,100.8,103.6

Screening data deposited in PubChem BioAssay by NCI.
